Assay outcomes as filed in PubChem.
BoNT-F LC inh: BoNT/F light chain protease inhibitors, primary screen, biochemical, flow cytometry, MLPCN library | Botulinum neurotoxin type F light chain protease (Clostridium botulinum) | Multiplex microsphere protease cleavage assay | actives 0.22% (n = 360,000) | inhibition, % at 10 µM; in the data active = inhibition above about 35%, passing the limit was not always enough; inconclusive = no clear call, values can overlap the other calls; note: plate controls were buffer without enzyme for full effect and enzyme alone for no effect
UGM FP inh: M. tuberculosis UGM enzyme inhibitors, primary screen, biochemical, fluorescence polarization, single point | inhibition, % at 10 µM | UDP-galactopyranose mutase (Mycobacterium tuberculosis (strain ATCC 25618 / H37Rv)), … | actives 0.06% (n = 320,000) | purified UGM, fluorescence polarization probe displacement | AID 504406, 2011; in the data active = inhibition above about 10%, passing the limit was not always enough; inconclusive = no clear call, values can overlap the other calls
GDH-TPI inh: GDH-TPI coupling enzyme inhibitors, primary screen, artefact control for M. tuberculosis FBA inhibitor project, biochemical, absorbance, full deck; GDH-TPI coupled enzyme counterscreen, NADH absorbance; inhibition, % at 4.8 µM; actives 1.2% (n = 360,000); in the data active = inhibition above about 30%;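 note: 0% = DMSO wells and 100% = wells lacking the enzyme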
PfHsp40 rescue: rescue of yeast from PfHsp40 toxicity, primary screen, S. cerevisiae, ATP luminescence | S. cerevisiae expressing PfHsp40, growth rescue | growth rescue, % at 12.5 µM | actives 0.68% (n = 340,000) | AID 504582, 2011; in the data active = growth rescue above about 28%, passing the limit was not always enough; inconclusive = no clear call, values can overlap the other calls;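 note: yeast W303a lacking pdr1 and pdr3 grown in galactose medium; growth measured after three days at 30 °C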
FBA Mtb inh: Mtb FBA enzyme inhibitors, primary screen, biochemical, fluorescence, strain H37Rv | Fructose-bisphosphate aldolase (Mycobacterium tuberculosis (strain ATCC 25618 / H37Rv)), … | purified M. tuberculosis FBA, fluorescence read-out | inhibition, % at 1 µM | actives 2.3% (n = 360,000) | AID 588726, 2011; in the data active = inhibition above about 27%;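 note: 0% = vehicle and 100% = reference inhibitor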
BoNT A protease: BoNT/A light chain protease inhibitors, primary screen, biochemical, flow cytometry, MLPCN library. Botulinum neurotoxin type A light chain protease (Clostridium botulinum A str. ATCC 3502). multiplex microsphere protease substrate cleavage. inhibition, % at 10 µM. actives 0.17% (n = 360,000). AID 588499, 2011; note: plate controls were buffer without enzyme for full effect and enzyme alone for no effect
Anthrax LF prot: Bacillus anthracis LF protease inhibitors, primary screen, biochemical, multiplex microsphere, MLPCN library; Lethal factor (Bacillus anthracis), P15917; multiplex microsphere protease cleavage assay; inhibition, % at 10 µM; actives 0.12% (n = 360,000); note: plate controls were buffer without enzyme for full effect and enzyme alone for no effect
Target sequence (P15917 whole entry, looked up): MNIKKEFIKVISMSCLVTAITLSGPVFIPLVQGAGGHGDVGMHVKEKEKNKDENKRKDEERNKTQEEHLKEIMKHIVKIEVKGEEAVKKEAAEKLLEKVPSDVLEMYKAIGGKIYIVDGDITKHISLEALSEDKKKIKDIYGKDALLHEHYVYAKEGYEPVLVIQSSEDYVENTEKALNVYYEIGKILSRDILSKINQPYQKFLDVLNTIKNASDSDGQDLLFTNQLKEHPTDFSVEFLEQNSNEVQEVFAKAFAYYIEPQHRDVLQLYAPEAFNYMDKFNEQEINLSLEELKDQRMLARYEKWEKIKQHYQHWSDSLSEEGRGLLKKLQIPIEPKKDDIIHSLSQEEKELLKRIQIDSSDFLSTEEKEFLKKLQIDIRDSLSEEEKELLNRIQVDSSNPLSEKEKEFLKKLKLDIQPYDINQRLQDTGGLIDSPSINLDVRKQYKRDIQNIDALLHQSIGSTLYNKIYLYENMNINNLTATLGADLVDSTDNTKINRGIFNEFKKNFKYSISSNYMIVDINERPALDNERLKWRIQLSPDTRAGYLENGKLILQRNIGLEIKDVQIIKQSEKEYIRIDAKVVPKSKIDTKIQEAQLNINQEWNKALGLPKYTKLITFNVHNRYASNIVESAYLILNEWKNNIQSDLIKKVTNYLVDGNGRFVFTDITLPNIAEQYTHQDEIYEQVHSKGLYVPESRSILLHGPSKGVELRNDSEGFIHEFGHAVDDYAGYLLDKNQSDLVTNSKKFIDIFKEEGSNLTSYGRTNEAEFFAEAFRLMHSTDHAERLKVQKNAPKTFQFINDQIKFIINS
Mtb BioA inh: M. tuberculosis BioA enzyme inhibitors, primary screen, biochemical, plate reader, single point, HTS. purified M. tuberculosis BioA enzyme. inhibition, % at 9.99 µM. 7,8-diaminopelargonic acid synthase BioA (Mycobacterium tuberculosis). actives 0.096% (n = 360,000); in the data active = inhibition above about 40%; inconclusive = no clear call, values can overlap the other calls
FadD28 binding: inhibitors of FadD28 bisubstrate probe binding, primary screen, biochemical, fluorescence polarization, single point. AID 588549, 2011. Mycobacterium tuberculosis FadD28 fatty-acid-AMP ligase. inhibition, % at 12.5 µM. actives 0.22% (n = 360,000); in the data active = inhibition above about 8.5%, passing the limit was not always enough; inconclusive = no clear call, values can overlap the other calls
* = called active by the depositor; ? = inconclusive; / = not tested or not shown. Cut-off read from the data, not from the text of the source, unless noted: active = inhibition above about 30%; inconclusive = no clear call, values can overlap the other calls; inactive = below that. This is a random part of the collection; overall some 4.7% were active at least once.

SMILES	BoNT-F LC inh	UGM FP inh	GDH-TPI inh	PfHsp40 rescue	FBA Mtb inh	BoNT A protease	Anthrax LF prot	Mtb BioA inh	FadD28 binding
CNS(=O)(=O)c1cccc(C(=O)OCC(=O)N2c3ccccc3NC(=O)C2(C)C)c1	/	0.0	-1	-0.4	5	/	/	0.0	-3.7
O=C(CCSc1ccccc1)NNC(=O)c1ccccc1F	2	-0.8	2	1.5	-2	1.6	-2	/	-2.6
COc1ccc(-c2csc(C(O)c3ccc(F)c(F)c3)n2)cc1 (configuration not stated)	-3	/	11	/	0	0.0	0	1.9	-0.5
CCOC(=O)CN1CC23C=CC(O2)C(C(=O)Nc2ccc(F)c(C)c2)C3C1=O (configuration not stated)	-4	2.8	1	1.6	1	-0.2	0	-1.0	-0.9
COc1ccc(/C=C(\NC(=O)c2ccco2)C(=O)Nc2ccc(C(C)=O)cc2)cc1	4	-2.0	33*	-2.1	-2	-0.7	-2	1.0	-0.9
COc1cccc(N2CCN(CC(=O)N3CCN(S(=O)(=O)c4ccc(Cl)cc4)CC3)CC2)c1	-8	/	6	0.7	3	-1.4	2	-3.7	-0.3
Cc1ccc2c(Cn3ccnc3)cc(=O)oc2c1C	-12	3.4	5	-0.7	-1	-1.3	7	0.6	-4.3
O=C(Nc1ccc(O)cc1)/C(=C/c1ccco1)NC(=O)c1ccccc1	-9	3.4	40*	-0.5	-4	1.2	-1	/	-0.4
Cc1ccc(CN2C(=O)CCC2C(=O)NCC2CCCO2)cc1 (configuration not stated)	6	-2.0	-15	?	-2	-0.3	0	1.6	-4.4
CCCN1CCN(CCCNC(=O)CN2C(=O)c3cccnc3Oc3ccc(C)cc32)CC1	2	-3.0	-7	-0.7	-2	1.8	0	-1.4	-2.6
O=S(=O)(Cc1ccc(Cl)cc1)N1CCCCCC1	-3	0.9	-2	0.3	2	-2.1	3	-0.3	1.6
CCOc1ccc(-c2nnc3ccc(SCc4ccc(C(=O)OC)o4)nn23)cc1	7	-0.2	4	-0.6	0	0.4	1	18	-3.1
CC(C)(C)c1ccccc1NC(=O)c1cc(-c2ccncc2)nc2ccccc12	-32	-2.6	5	2.2	-2	2.8	-16	-1.6	-4.6
COc1ccc(N2CCN(CCCNC(=O)C3CCC(CNc4nc(=S)[nH]c5ccccc45)CC3)CC2)cc1 (configuration not stated)	-5	1.0	4	-0.6	1	-1.3	-13	/	-0.1
Cc1ccccc1C1=C/C(=C(\SS/C(C(=O)c2ccc(OCC(=O)O)c(Cl)c2Cl)=C2\C=C(c3ccccc3C)SS2)C(=O)c2ccc(OCC(=O)O)c(Cl)c2Cl)SS1	-11	/	-8	-1.2	-2	-0.1	-6	/	73*
Nc1c(-c2ccccc2Cl)cnn1-c1cccc([N+](=O)[O-])c1	-12	-1.1	5	1.5	2	-0.6	0	/	1.6
CS(=O)(=O)c1ccc2nc(NC(=O)CCNC(=O)c3ccccc3Cl)sc2c1	-8	-1.8	5	-1.1	5	-0.6	-6	-1.2	1.2
O=C(O)c1cccc(Cn2c(Cl)c(/C=N/NC(=O)c3ccccc3O)sc2=O)c1	-1	0.9	54*	0.1	5	-0.7	-3	-0.4	-11
Cc1ccc(C)c(C(=O)CCC(=O)Nc2cccnc2)c1	-4	-5.6	8	0.2	-3	-1.0	4	2.4	-0.1
COc1ccc(NC(=O)C2CCC(=O)N2)cc1 (configuration not stated)	2	-1.9	3	-1.2	0	2.0	-2	1.6	-1.5
C=CCn1c(SCC(=O)N(C(C)CC)C2CCS(=O)(=O)C2)nc2ccccc2c1=O (configuration not stated)	-13	/	2	-0.7	1	-5.2	-2	2.3	-1.0
O=[N+]([O-])c1ccc(C2OCCO2)cc1CS(=O)(=O)c1ccccc1	-6	-1.2	-5	-0.7	-1	-1.0	0	7.2	-2.3
O=C1CN=C(c2cccc(Br)c2)c2cc(Br)ccc2N1	6	-2.0	-1	1.0	0	1.2	1	/	-6.4
Cc1ccc(C)c2[nH]c(=O)c(CCNC(=O)c3ccc4c(c3)OCO4)cc12	-6	1.6	1	-2.0	0	-0.4	-1	-2.7	-1.8
COc1cccc(/C=N/Nc2ccc([N+](=O)[O-])cn2)c1O	-14	-0.5	5	3.1	-8	-0.4	-2	2.5	0.3
Cc1ccsc1C(=O)N1CCCC(CCC(=O)NCc2ccc(F)c(F)c2)C1 (configuration not stated)	-8	1.0	5	0.1	0	-0.8	-1	1.6	0.2
CC(=O)N(CCO)Cc1cc2cc(C)cc(C)c2[nH]c1=O	-1	0.6	14	0.6	8	-0.6	-2	/	-1.8
COCCNC(=O)C1CC2Cn3c(nc4cc(Cl)c(Cl)cc43)C2N1C (configuration not stated)	2	-1.1	1	-0.8	7	-0.4	0	-0.5	-1.2
Cc1noc(C)c1CSc1ccccc1C(=O)O	-13	2.1	-7	1.5	1	-2.2	1	0.3	-0.7
CCOc1ccc(C(=O)OCC(=O)NC2CCCC2)cc1OCC	?	-4.8	1	-1.1	1	-1.8	-3	-1.4	-0.2
CCOc1cc(NS(=O)(=O)c2ccc(OC)cc2)c(OCC)cc1NC(=O)c1ccco1	-2	2.8	9	-1.0	-2	-0.5	-2	-1.2	-0.8
COc1ccc(CN(CC2CCC(C(=O)O)CC2)C(=S)Nc2ccccc2C)cc1 (configuration not stated)	-6	1.6	0	-1.1	4	-1.2	-2	-0.6	-0.6
N#Cc1c(NC(=O)CSc2nc(N)cc(=O)[nH]2)sc2c1CCCC2	-8	1.0	9	0.4	6	-1.2	-2	/	-1.8
Cc1cccc(N=Cc2cc3c(cc2[N+](=O)[O-])OCO3)c1	-3	1.5	0	1.1	-1	0.4	-12	0.4	-1.9
COc1ccccc1N1CCN(CC(=O)Nc2c(C)n(C)n(-c3ccccc3)c2=O)CC1	2	0.3	7	0.1	0	-0.1	-2	-0.1	0.0
CN(Cc1ccccc1)C(=O)c1ccc(NC2=NC3CS(=O)(=O)CC3S2)cc1 (configuration not stated)	-15	-0.7	3	-0.7	-1	-0.8	-9	0.1	-0.1

Fetched one by one from above (3):
SMILES	BoNT-F LC inh	UGM FP inh	GDH-TPI inh	PfHsp40 rescue	FBA Mtb inh	BoNT A protease	Anthrax LF prot	Mtb BioA inh	FadD28 binding
N#Cc1c(NC(=O)CSc2nc(N)cc(=O)[nH]2)sc2c1CCCC2	-8	1.0	9	0.4	6	-1.2	-2	/	-1.8
COc1ccc(CN(CC2CCC(C(=O)O)CC2)C(=S)Nc2ccccc2C)cc1 (configuration not stated)	-6	1.6	0	-1.1	4	-1.2	-2	-0.6	-0.6
CCOc1ccc(C(=O)OCC(=O)NC2CCCC2)cc1OCC	?	-4.8	1	-1.1	1	-1.8	-3	-1.4	-0.2

More records follow.
SMILES	BoNT-F LC inh	UGM FP inh	GDH-TPI inh	PfHsp40 rescue	FBA Mtb inh	BoNT A protease	Anthrax LF prot	Mtb BioA inh	FadD28 binding
CCOCCn1c(=O)c2c(nc3n2CCN3c2ccc(CC)cc2)n(C)c1=O	1	-2.5	4	1.5	0	0.1	-4	0.2	-2.8
CCc1ccc([C@@H]2CC(=O)[C@@H]3CN(S(=O)(=O)c4ccc(Cl)cc4)[C@H](c4ccc(C)cc4)C[C@@H]3N2S(=O)(=O)c2ccc(C)cc2)cc1	2	/	/	/	3	1.5	1	-2.1	-0.6
CC(=O)Nc1ccc(S(=O)(=O)NCCc2cn3nc(C)c(C)nc3n2)cc1	-14	-1.3	5	1.5	43*	0.9	-4	1.2	0.0
Cc1ccc(NC(=O)COC(=O)c2ccc(=O)n(Cc3ccccc3)n2)cc1F	7	-1.8	-3	-0.8	0	1.4	0	9.3	-2.8
CC(C)N1CCC(C)(C(=O)Nc2ccccc2Oc2ccccc2)C1 (configuration not stated)	-5	/	-1	/	0	-0.3	-7	-0.7	-0.9
Cc1ccc(OCC(=O)N2CCCCCCC2)cc1	/	1.6	1	-1.7	0	/	/	1.9	0.3
NC(=O)COC(=O)c1cccc(S(=O)(=O)N2CCCCC2)c1	-1	-0.3	5	0.5	1	-0.4	-2	-0.5	2.1
COc1ccc2[nH]c3c(c(=O)c2c1)CCCC3	3	/	/	/	30*	0.6	-6	1.1	-2.7
C=CCNC(=O)/C(=C\c1ccc([N+](=O)[O-])cc1)NC(C)=O	-7	2.5	17	-0.8	9	-0.3	-2	0.0	-2.0
CNS(=O)(=O)c1ccc(CNC[C@H]2O[C@@H](n3ccc(N)nc3=O)[C@H](O)[C@@H]2O)cc1	-6	/	-7	/	3	-0.2	-2	-1.1	-3.9
CCOC(=O)C1CCCN(CC(O)COc2ccccc2C(C)=O)C1 (configuration not stated)	-1	-0.9	2	0.1	-1	0.3	-6	-1.1	-2.4
CC(=O)N1CCN(Cc2cc(=O)n3cc(Cl)c(C)c(Cl)c3n2)CC1	4	-0.3	16	-1.1	4	0.2	-10	1.2	-0.8
CC1CC(C)CN(C(=O)C(C)N(C)CC(=O)Nc2ccccc2Cl)C1 (configuration not stated)	1	0.3	-8	0.0	0	0.9	-2	/	-2.7
COc1ccc(CN(C(=O)CSc2nnc(-c3ccc(OC)c(OC)c3)o2)c2ccc(F)cc2)cc1	-22	-0.6	-1	1.2	-3	-1.5	-2	-3.8	-1.8
O=C(Nc1sc2c(c1C(=O)O)CCCCC2)c1cccs1	-1	-1.6	0	5.8	2	-0.4	0	/	5.1
COc1cccc(C(O)c2cnc(C(C)C)n2C)c1 (configuration not stated)	3	0.7	-4	0.1	2	0.1	2	/	-1.8
O=C(OCc1cc(=O)n2ccsc2n1)c1ccc(O)cc1O	-6	3.0	7	0.6	-1	-2.1	-4	-0.3	-3.7
NC(=O)CC(NC(=O)c1ccc(Br)cc1)c1ccc(NC2CCCCCC2)c([N+](=O)[O-])c1 (configuration not stated)	-1	-2.2	8	0.9	0	0.1	-12	0.0	-3.2
O=S(Cc1ccc(Cl)cc1)c1ccccc1 (configuration not stated)	2	/	-4	0.0	5	0.1	-10	/	-3.0
COc1cccc(/C=N/NC(=O)CCn2nnc3ccccc32)c1	-5	-0.1	5	-0.5	1	-0.2	-1	2.0	-0.7
CCC(=O)Nc1ccc(-c2cc3ccccc3oc2=O)cc1	-3	2.0	9	0.2	0	0.9	2	/	-1.6
Cn1ccc2c(-c3cncc4ccccc34)cc3c(c21)C1CCC3C1 (configuration not stated)	0	/	/	/	13	48*	30*	0.8	-2.2
CN(Cc1cccs1)C(=O)c1ccc(Cl)c(S(=O)(=O)N2CCCCCC2)c1	-2	-0.4	3	1.1	4	0.2	-4	13	-1.1
CCc1ccc2c(c1)NC(=O)C2(C)Cc1ccc(C(F)(F)F)nc1 (configuration not stated)	0	/	1	/	-1	-0.5	-5	0.2	-4.2
Cc1ccc(NC(=O)CCc2nnc(SCC(=O)Nc3ccccc3C)n2C)cc1Cl	4	-1.9	-2	-1.4	1	0.4	7	-1.8	0.0
Cc1cc(C(F)F)n2nc(C(=O)Nc3cccc(C(F)(F)F)c3)nc2n1	5	-2.6	0	0.6	3	0.4	-5	/	-2.6
CSc1nn(CCc2ccncc2)c(=S)s1	-9	0.6	2	-0.2	2	0.1	-2	-0.1	-3.4
CN(C)S(=O)(=O)c1ccc(NC(=S)NC(=O)c2cccs2)cc1	-1	-0.8	8	1.0	5	0.0	-5	/	-1.2
